DPM-DC inhibit: S. pneumoniae DPM-DC inhibition. calls only at 10 µM. 0.49% of 65,000 active. purified DPM-DC, PK/LDH coupled NADH fluorescence;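 active = the 320 compounds with the highest percent inhibition in the single-dose primary screen, excluding strongly autofluorescent ones, cut at about 32% in these data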;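 note: kinetic rate of NADH fluorescence loss reporting ADP formed by the decarboxylase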
Bfl-1 displacement: Bfl-1 inhibitors, primary screen, biochemical, fluorescence polarization, FITC-Bid, mouse (AID 432); FITC-Bid BH3 peptide fluorescence polarization displacement; higher % means a stronger effect; 0.02% of 64,000 active; displacement, % at 20 µM; hits with a dose series show IC50 in µM; in the data active = a potency from the dose series; inactive = the rest, 99 in 100 with displacement below about 15%; note: strong numbers were not always called active
HPDE-C7 cytotoxicity: cytotoxicity in HPDE-C7 cells, cell-based, fluorescence, HTS (AID 430) | HPDE-C7 pancreatic duct cells viability, fluorescence; higher % means a stronger effect | cytotoxicity, % at 10 µM; hits with a dose series show EC50 in µM | 1.8% of 63,000 active;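 note: cells exposed to compound for 48 hours before viability readout; 0% = vehicle and 100% = reference cytotoxic drug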
MK inhibit: blocks S. pneumoniae mevalonate kinase. 0.48% of 65,000 active. purified MK, PK/LDH-coupled NADH absorbance 340 nm. inhibition, % at 10 µM;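 active = ranked among the strongest by inhibition in the single 10 µM screen, a fixed top-ranked set picked for dose follow-up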; note: no value below 0 was filed
HPDE-C7K KRASV12: viability loss of HPDE-C7K cells – cell-based, fluorescence, HTS, primary screen (AID 431); HPDE-C7K KRASV12 cells, Alamar Blue viability, 48 h; higher % means a stronger effect; cytotoxicity, % at 10 µM; hits with a dose series show EC50 in µM; 1.7% of 63,000 active;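 active = compounds whose percent cytotoxicity in the single-dose primary screen, scaled between solvent and toxic-drug controls, exceeds 50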;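 note: 0% = DMSO solvent wells and 100% = doxorubicin-treated wells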
LYP inhibition: LYP phosphatase inhibitors, primary screen, biochemical, DiFMUP fluorescence, recombinant catalytic domain, 10 µM (AID 606); recombinant LYP catalytic domain, DiFMUP fluorescence; higher % means a stronger effect; inhibition, % at 10 µM, or IC50 in µM where a hit was titrated; 52,000 tested, under 10 active;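 active = IC50 under 40 µM in the dose-response test; inactive = IC50 of 40 µM or more, or never dose-tested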
PMK inhibit: inhibitors of Streptococcus pneumoniae phosphomevalonate kinase | purified PMK, PK/LDH-coupled NADH absorbance 340 nm | inhibition, % at 10 µM | 0.49% of 65,000 active | AID 539;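 active = top-ranked compounds by inhibition in the single 10 µM screen, taking a fixed number of the strongest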;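 note: 0% = full reaction with DMSO carrier and 100% = background rate without enzyme reaction; no value below 0 was filed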
Alkaline phosphatase: inhibition of tissue-nonspecific alkaline phosphatase – biochemical, luminescent (AID 518) | 0.09% of 64,000 active | inhibition, % at 20 µM; hits with a dose series show IC50 in µM | purified TNAP enzyme, luminescent substrate readout; higher % means a stronger effect; in the data active = a potency from the dose series; inactive = the rest, 99 in 100 with inhibition below about 22%;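 note: plate controls were vehicle for no effect and reference inhibitor for full effect; many of its hits are not listed in these tables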
HT1080 viability: cytotoxicity in HT1080 fibrosarcoma cells, cell-based, fluorescence readout (AID 620) | HT1080 viability, fluorescence; higher % means a stronger effect | cytotoxicity, % at 10 µM; hits with a dose series show EC50 in µM | 0.42% of 87,000 active;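 note: cells exposed to compound overnight then 4 h with Alamar Blue; 0% = vehicle DMSO and 100% = killing control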
PMK inhibit pilot replicates: second read-out of PMK inhibit, no call of its own (marks repeat the call); inhibition, %; measured here: pilot screen replicates
MK inhibit pilot replicates: further read-out of MK inhibit, marked with its call; inhibition, %; measured here: pilot screen replicates
DPM-DC inhibit pilot screen %: second read-out of DPM-DC inhibit, no call of its own (marks repeat the call); inhibition, %; measured here: pilot screen trials
The depositor's hits bear a star; i = inactive; . = not tested or not shown. Cut-off read from the data, not from the text of the source, unless noted: active = cytotoxicity above about 50%; inactive = the rest.

SMILES	DPM-DC inhibit	Bfl-1 displacement	HPDE-C7 cytotoxicity	MK inhibit	HPDE-C7K KRASV12	LYP inhibition	PMK inhibit	Alkaline phosphatase	HT1080 viability	others
O=C(CN(Cc1cccs1)C(=O)CNS(=O)(=O)c1ccc(F)cc1)NCc1ccco1	i	-1%	-6%	3	-10%	.	0	15%	-20%
O=C1CC(c2ccc(S(=O)(=O)NCc3ccccc3)cc2)CN1 (stereo not drawn)	i	4%	-4%	2	-23%	6%	3	-3%	5%
CCCCn1nnnc1NCc1cccs1	i	-12%	-24%	4	-19%	7%	5	15%	-10%	PMK inhibit pilot replicates=3.0;MK inhibit pilot replicates=0.0;DPM-DC inhibit pilot screen %=0.0
CC(=O)N1CCc2cc3nc(C)cc(C)c3cc21	.	0%	0%	3	3%	.	15	8%	9%
CC(C)c1ccc(NC(=O)C2CCCCC2C(=O)O)cc1 (stereo not drawn)	i	-9%	-11%	0	-22%	12%	6	4%	1%
CC(C)(CO)NCc1ccccc1OCC(=O)Nc1ccccc1	i	-5%	-5%	5	-5%	-1%	3	9%	-3%
CCN(CC)CCN1C(=O)C(=O)/C(=C(/O)c2ccccc2)C1c1ccccc1F (stereo not drawn)	i	-1%	-1%	8	2%	.	14	10%	0%
CN(C)CCNc1ncnc2ccccc12	i	-1%	-2%	7	3%	3%	9	6%	8%
CCOC(=O)N1CCN(C(=O)CN(C2CCCCC2)S(C)(=O)=O)CC1	i	-4%	-7%	0	-9%	9%	8	5%	2%
O=C(NCc1ccco1)c1ccc(N2CCCC2=O)cc1	i	-1%	34%	0	22%	.	16	9%	1%
C=CCn1c(SCC(=O)/C(C#N)=C(\C)N)nc2sc(CC)cc2c1=O	i	-4%	-18%	6	-18%	5%	0	12%	10%
Cc1ccc(CNC(=O)CN2C(=O)C3(OCCCO3)c3ccccc32)cc1	i	-4%	-1%	0	-10%	.	12	9%	2%
CN1CCN(c2ccccc2NS(=O)(=O)c2ccc3c(c2)CCN3C(=O)C2CCC2)CC1	i	-3%	5%	7	2%	10%	2	1%	9%
COc1cccc(NC(=O)CSc2nnc(-c3cccc(OC(C)C)c3)n2N)c1	i	3%	-4%	5	-1%	14%	7	12%	-4%
COc1ccccc1N1CSC2=C(C#N)C(c3ccc(SC)cc3)CC(=O)N2C1 (stereo not drawn)	i	-4%	0%	8	-1%	14%	0	12%	-8%
Cc1ccc(S(=O)(=O)Nc2cc(C(=O)NCCN3CCCC3)ccc2N2CCCCC2)cc1	i	-4%	10%	10	6%	1%	15	-2%	15%
COC(=O)Sc1nc(N2CCOCC2)c2c(c1C#N)CC(C)(C)OC2	i	0%	35%	.	46%	12%	7	8%	-8%
O=C1c2cccc3c(N4CCCCC4)ccc(c23)C(=O)N1c1ccccn1	i	7%	-12%	13	-3%	5%	14	11%	6%
CCO/C=C1/C(=O)N(CC)c2ccccc21	i	1%	.	10	.	.	12	8%	2%
CC(=O)NCC(=O)OCC(=O)c1ccc(C)c(C)c1	i	-5%	-5%	11	-10%	.	10	8%	-2%
O=C(NCC1CCCO1)C1CCC(=O)N1Cc1ccccc1Cl (stereo not drawn)	i	-4%	-3%	5	-3%	.	19	7%	2%
CC(C)N(c1ccccc1)c1ccc(NC(=O)C2CCCO2)cc1 (stereo not drawn)	i	-4%	0%	0	6%	6%	12	8%	-4%
COc1ccc(OC)c(S(=O)(=O)N2CCC(C(=O)Nc3ccc(C)c(C)c3)CC2)c1	i	-5%	0%	5	0%	3%	0	0%	-7%
COc1cc(CC(NC(C)=O)C(=O)NC2CCN(c3nc(C)cc(C)c3C#N)CC2)cc(OC)c1 (stereo not drawn)	i	-3%	-5%	4	-2%	.	14	5%	-3%
CCOC(=O)C1CCCN(C2CC(=O)N(c3cccc(C)c3)C2=O)C1 (stereo not drawn)	i	1%	-4%	12	-7%	6%	7	14%	-2%
Cc1noc(C)c1CSc1nnc2sc3ccccc3n12	i	-3%	2%	2	-10%	10%	20	5%	4%
Cc1nn2cc(-c3ccc(-c4ccccc4)cc3)nc2s1	i	1%	-12%	5	-3%	6%	15	9%	0%
Cc1ccc(S(=O)(=O)Cn2nnnc2CN(Cc2ccco2)CC2CCCO2)cc1 (stereo not drawn)	i	0%	6%	11	10%	12%	5	16%	-5%	PMK inhibit pilot replicates=1.0;MK inhibit pilot replicates=0.0;DPM-DC inhibit pilot screen %=0.0
CCCOc1ccc(/C(O)=C2/C(=O)C(=O)N(CCCn3ccnc3)C2c2cccs2)cc1 (stereo not drawn)	i	0%	12%	5	1%	-5%	7	9%	7%
CCn1[nH]c(=O)c(=Nc2c(C)n(C)n(-c3ccccc3)c2=O)cc1-c1ccc(Cl)cc1	i	22%	-10%	0	-2%	2%	11	8%	-11%
COc1ccc(NS(=O)(=O)c2cccs2)c(OC)c1	i	-3%	20%	6	28%	.	4	-3%	1%
Nn1c(SCc2nc3ccccn3c2Br)nnc1-c1cccnc1	i	-1%	6%	0	-7%	.	7	6%	1%
Cc1[nH]c2c(Cl)cccc2c(=O)c1CN1CCCC1	i	-3%	-16%	14	-11%	-7%	4	-2%	1%
Cc1ccc(C(=O)CSC2=C(C#N)C(c3ccco3)C3=C(CCCC3=O)N2)cc1 (stereo not drawn)	i	-4%	76%*	12	77%*	5%	0	17%	43%
O=C(CCc1nc(-c2ccccc2)no1)N1CCCC1	i	-10%	3%	8	1%	-5%	0	12%	20%
COc1ccc(NC2=CC(=O)CC(C)(C)C2)cc1OC	i	-2%	-19%	7	-9%	0%	15	7%	-12%
CN(c1ccccc1C(=O)NCc1ccccn1)S(C)(=O)=O	i	-4%	.	7	.	14%	7	1%	6%
CN(C)C(=O)N1CCCC(C(=O)NCc2ccccc2)C1 (stereo not drawn)	i	-3%	-16%	0	-1%	0%	18	6%	6%	PMK inhibit pilot replicates=0.0;MK inhibit pilot replicates=0.5;DPM-DC inhibit pilot screen %=0.0
COc1ccc(S(=O)(=O)NCc2ccc(C(=O)N3CCN(c4ccccn4)CC3)cc2)cc1	i	3%	-14%	4	-6%	15%	15	7%	12%
O=C(O)CCN1C(=O)NC2(CCCC2)C1=O	i	-6%	2%	0	-2%	.	17	3%	-10%

Fetched by structure from the entries so far, seven records:
SMILES	DPM-DC inhibit	Bfl-1 displacement	HPDE-C7 cytotoxicity	MK inhibit	HPDE-C7K KRASV12	LYP inhibition	PMK inhibit	Alkaline phosphatase	HT1080 viability	others
CCCOc1ccc(/C(O)=C2/C(=O)C(=O)N(CCCn3ccnc3)C2c2cccs2)cc1 (stereo not drawn)	i	0%	12%	5	1%	-5%	7	9%	7%
COc1cc(CC(NC(C)=O)C(=O)NC2CCN(c3nc(C)cc(C)c3C#N)CC2)cc(OC)c1 (stereo not drawn)	i	-3%	-5%	4	-2%	.	14	5%	-3%
CCOC(=O)C1CCCN(C2CC(=O)N(c3cccc(C)c3)C2=O)C1 (stereo not drawn)	i	1%	-4%	12	-7%	6%	7	14%	-2%
O=C(O)CCN1C(=O)NC2(CCCC2)C1=O	i	-6%	2%	0	-2%	.	17	3%	-10%
Cc1ccc(S(=O)(=O)Cn2nnnc2CN(Cc2ccco2)CC2CCCO2)cc1 (stereo not drawn)	i	0%	6%	11	10%	12%	5	16%	-5%	PMK inhibit pilot replicates=1.0;MK inhibit pilot replicates=0.0;DPM-DC inhibit pilot screen %=0.0
Cc1noc(C)c1CSc1nnc2sc3ccccc3n12	i	-3%	2%	2	-10%	10%	20	5%	4%
COc1ccc(NC2=CC(=O)CC(C)(C)C2)cc1OC	i	-2%	-19%	7	-9%	0%	15	7%	-12%

A run of entries from further up, as a working copy:
SMILES	DPM-DC inhibit	Bfl-1 displacement	HPDE-C7 cytotoxicity	MK inhibit	HPDE-C7K KRASV12	LYP inhibition	PMK inhibit	Alkaline phosphatase	HT1080 viability	others
COc1ccc(OC)c(S(=O)(=O)N2CCC(C(=O)Nc3ccc(C)c(C)c3)CC2)c1	i	-5%	0%	5	0%	3%	0	0%	-7%
COc1cc(CC(NC(C)=O)C(=O)NC2CCN(c3nc(C)cc(C)c3C#N)CC2)cc(OC)c1 (stereo not drawn)	i	-3%	-5%	4	-2%	.	14	5%	-3%

Following part
SMILES	DPM-DC inhibit	Bfl-1 displacement	HPDE-C7 cytotoxicity	MK inhibit	HPDE-C7K KRASV12	LYP inhibition	PMK inhibit	Alkaline phosphatase	HT1080 viability	others
Cc1cc(C)nc(SC2CCOC2=O)n1 (stereo not drawn)	i	-9%	-4%	4	1%	14%	0	3%	3%
COc1ccc(CNC(=O)CSc2nnnn2-c2ccccc2)cc1	i	3%	-6%	12	-13%	-4%	11	5%	-2%
COCCNC(=O)CN(CC1CCCO1)C(=O)CCC(=O)Nc1ccccn1 (stereo not drawn)	i	-3%	-6%	7	-8%	.	8	-2%	12%
CCOc1cccc(-c2nnc3sc(COc4ccc(OC)cc4)nn23)c1	i	-8%	13%	6	11%	8%	9	6%	1%	PMK inhibit pilot replicates=0.0;MK inhibit pilot replicates=0.5;DPM-DC inhibit pilot screen %=2.0
COCCN(CCOC)c1ncc(Cl)c(C(=O)c2c(C)cc3ccccn23)n1	i	2%	1%	0	-3%	-6%	16	4%	-7%
Cc1nn(C)c(C)c1S(=O)(=O)N1CCC(C(=O)NC2CCCCCC2)CC1	i	-2%	3%	2	5%	2%	4	10%	0%
COc1ccc(-n2c(=O)c3c4c(sc3n3c(C)nnc23)COC(C(C)C)C4)cc1 (stereo not drawn)	i	-7%	4%	6	19%	8%	8	11%	0%
CCOC(=O)c1nnn(-c2nonc2N)c1CSc1ccccn1	i	-7%	-22%	5	-3%	0%	1	4%	21%

Source: PubChem BioAssay (several laboratories)

Rows were taken by chance. About 3.5% of those tested had a hit in this group.
